Nrf2 activator: qHTS of Nrf2 Activators; Potency, µM (highest dose often 46.1 µM), for the others: at the top dose activation, most hits filed as activators; 410,000 compounds, 0.31% hits; AREc32 ARE-luciferase reporter (MCF7-derived line), luminescence, 24 h; further: % of control where 0% means no effect; nearly all actives have a fitted effect of over 65% in size
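AREc32_Fluc, 1000 cells/well, OPTI-MEM + 5% FBS, o/n 37 deg C 5% CO2; 23 nL cpd by pin tool, 24 hr; Steady-Glo 30 min RT, luminescence.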
ATXN2 expr inh: Primary qHTS for Inhibitors of ATXN expression | HEK-293 ATXN2-luciferase reporter, luminescence, 24 h | Potency, µM (titrated, usually from 57 µM), without a hit: top-dose activity change, negative = inhibition, actives largely listed as inhibitors | 360,000 compounds, 0.72% hits; further: on the % scale 0 is the no-effect control and ±100 the full control effect; nearly all actives have a fitted effect of over 55% in size
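ATXN2-luciferase reporter cells (luciferase flanked by upstream and downstream ATXN2 gene portions) were treated 24 h at 37 °C with compounds at up to 57 uM. SteadyGlo luminescence gave expression; GF-AFC fluorescence gave viability.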
TGFb SMAD3 inh: qHTS for Inhibitors of TGF-b; AID 588855, 2011; Potency, µM (highest dose often 46.1 µM), for inactives: at the highest dose activity, negative = inhibition, usual class: inhibitors; HepG2 CAGA-GFP TGF-b/SMAD3 reporter, GFP fluorescence, 18 h; TGF-beta stimulated, 500 pg/mL final; 410,000 compounds, 1.2% hits; further: on the % scale 0 is the no-effect control and ±100 the full control effect; nearly all actives have a fitted effect of over 65% in size
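Smad-responsive CAGA-GFP expression was quantified in HEPG2 cells exposed to compounds and 500 pg/mL final TGF-beta for 18 h at 37 degrees C; unstimulated wells defined full inhibition.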
MCF10A rereplic: A quantitative high throughput screen for small molecules that induce DNA re-replication in MCF 10a normal breast cells; 350,000 compounds, 2.9% hits; Potency, µM (titrated, usually from 46.1 µM), for inactives: top-dose activity, positive = re-replication, usual class: activators; MCF 10A DNA re-replication, Hoechst nuclear intensity, 48 h; further: % of control where 0% means no effect; nearly all actives have a fitted effect of over 50% in size
Nrf2 inh: Nrf2 qHTS screen for inhibitors | A549 ARE-Fluc reporter, luciferase luminescence, 18-24 h | Potency, µM (doses to about 46 µM), for inactives: at the top dose activity change, negative = inhibition, most hits filed as inhibitors | 360,000 compounds, 2.1% hits | AID 504444, 2011; further: on the % scale 0 is the no-effect control and ±100 the full control effect; nearly all actives have a fitted effect of over 60% in size
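A549 ARE_Fluc cells, 5000/well, 5% FBS OPTI-MEM; compounds in dose-response, 18-24 h at 37 °C/5% CO2; CellTiter-Fluor viability read (Ex 405/Em 525), then BugLite luciferase luminescence = Nrf2 activity.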
ATXN viability: Viability Counterscreen for Primary qHTS for Inhibitors of ATXN expression. S2 cells (HEK-293 line with an ATXN2-luciferase reporter) viability, CellTiter-Fluor protease fluorescence, 24 h. Potency, µM (titrated, usually from 56.7 µM), hits mostly cytotoxic. 400,000 compounds, 0.49% hits; further: nearly all actives have a fitted effect of over 40% in size
EPAC2 antag: qHTS for Antagonist of cAMP-regulated guanine nucleotide exchange factor 2 (EPAC2): primary screen; AID 720708, 2013; EPAC2 GEF exchange of Rap1B-BODIPY-GDP, fluorescence; 360,000 compounds, 0.18% hits; Potency, µM (top dose mostly 114 µM), without a hit: at the highest dose activity, negative = inhibition, most hits filed as inhibitors; further: on the % scale 0 is the no-effect control and ±100 the full control effect; nearly all actives have a fitted effect of over 45% in size; many of its hits are not listed in these tables
Target sequence (Q8WZA2 whole entry, looked up): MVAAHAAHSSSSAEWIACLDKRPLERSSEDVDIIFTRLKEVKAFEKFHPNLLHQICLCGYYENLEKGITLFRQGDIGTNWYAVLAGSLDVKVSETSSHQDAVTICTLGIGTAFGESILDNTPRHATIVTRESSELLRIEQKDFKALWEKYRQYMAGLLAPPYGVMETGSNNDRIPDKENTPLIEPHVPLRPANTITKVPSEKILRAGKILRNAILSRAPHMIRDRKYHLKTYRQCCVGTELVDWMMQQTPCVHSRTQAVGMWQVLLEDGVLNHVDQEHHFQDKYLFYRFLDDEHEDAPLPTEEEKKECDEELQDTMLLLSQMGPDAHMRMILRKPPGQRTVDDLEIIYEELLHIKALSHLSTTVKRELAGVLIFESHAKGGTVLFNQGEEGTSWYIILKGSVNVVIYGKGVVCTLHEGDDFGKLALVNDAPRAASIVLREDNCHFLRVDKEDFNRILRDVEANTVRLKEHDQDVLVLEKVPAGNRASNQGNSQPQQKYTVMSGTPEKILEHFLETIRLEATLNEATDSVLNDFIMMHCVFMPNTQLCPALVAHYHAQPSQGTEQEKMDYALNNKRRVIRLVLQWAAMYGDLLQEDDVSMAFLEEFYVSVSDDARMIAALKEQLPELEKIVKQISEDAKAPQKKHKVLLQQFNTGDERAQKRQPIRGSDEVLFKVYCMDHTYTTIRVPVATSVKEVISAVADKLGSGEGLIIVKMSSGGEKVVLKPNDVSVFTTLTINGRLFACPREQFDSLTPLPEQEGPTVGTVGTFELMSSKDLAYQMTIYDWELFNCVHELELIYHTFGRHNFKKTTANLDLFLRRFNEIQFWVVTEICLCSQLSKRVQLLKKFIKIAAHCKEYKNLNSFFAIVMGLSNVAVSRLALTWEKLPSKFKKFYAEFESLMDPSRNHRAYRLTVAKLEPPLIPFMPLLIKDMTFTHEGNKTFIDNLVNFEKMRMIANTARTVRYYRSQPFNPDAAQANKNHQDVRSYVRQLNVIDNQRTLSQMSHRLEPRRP
A549 viability: Nrf2 qHTS screen for inhibitors: counterscreen for cytotoxicity; A549 ARE-Fluc cells, CellTiter-Fluor viability, 18-24 h; Potency, µM (series often up to 46 µM), for the others: at the highest dose activity change, negative = cytotoxicity, hits mostly inhibitors; 390,000 compounds, 0.16% hits; AID 504648, 2011; further: on the % scale 0 is the no-effect control and ±100 the full control effect
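A549 ARE-Fluc cells in 5% FBS OPTI-MEM, 5000 cells/well, rested 2 h then exposed to compounds in concentration-response for 18-24 h at 37 °C. Viability by CellTiter-Fluor fluorescence (Ex 405/Em 525) after 30 min; luciferase luminescence (BugLite, 15 min, RT) read afterwards.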
HepG2 viability: qHTS for Inhibitors of TGF-b: Cytotox Counterscreen; HepG2 CAGA-GFP viability, ATP luminescence, 18 h; Potency, µM (highest dose often 46.1 µM), without a hit: at the highest dose activity change, negative = cytotoxicity, hits mostly cytotoxic; 410,000 compounds, 0.76% hits; further: some results filed as inactive show a strong effect at the top dose
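HepG2 CAGA-GFP cells (1000/well, DMEM with 1% FBS) received compound, then TGF-beta at 500 pg/mL final, and were incubated 18 hours at 37 degrees C. Viability was read by CellTiter-Glo luminescence. Media-only wells were set as complete cell-killing and DMSO as no toxicity.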
Active calls of the source: *; i = inactive; ? = inconclusive; nt = no result given; [ ] = remark or other dose. The call rests on the fitted dose curve; in most records, active means well fitted curve in the direction sought with a large enough effect; inconclusive means small, poorly fitted or top-dose-only effect, or another doubt; inactive means no such curve, though single readings can be large; an effect the other way counts as inactive or inconclusive. Potency means the concentration at half of the fitted maximal effect. Not all compounds are listed; count on the stated rates, not on these rows.

Sample of the layout:
| compound | Nrf2 activator | ATXN2 expr inh | TGFb SMAD3 inh | MCF10A rereplic | Nrf2 inh | ATXN viability | EPAC2 antag | A549 viability | HepG2 viability |
| --- | --- | --- | --- | --- | --- | --- | --- | --- | --- |
| O=C(Nc1ccccc1Cl)c1cccc(NC(=O)C2CCCC2)c1 | -0.2% | nt | 12% | 6% | -17% | ? | 0% | 4% | 15% |
| COc1ccc2nc(Sc3c([N+](=O)[O-])nc(C)n3Cc3ccccc3)[nH]c2c1 | ? | -16% | ? | ? | 13µM* | ? | -9% | ? | -32% |
| CCOC(=O)C1CCCN(C2=C(NS(=O)(=O)c3ccc(Br)cc3)C(=O)c3ccccc3C2=O)C1 (stereo not drawn) | 2.7% | nt | ? | ? | -3% | ? | 2% | -9% | -91% |
| COc1ccc(Nc2nc(C)cc(C)c2C#N)cc1OC | 8.8% | -12% | 2% | 2% | 10% | i | 7% | 6% | -7% |
| COc1ccc(C2C(C#N)=C(C)NC3=C2C(=O)c2ccccc23)cc1 (stereo not drawn) | 2.3% | -13% | 10% | 17% | ? | i | 0% | -7% | -4% |
| NC(=O)CSc1nc2ccccc2c(=O)n1CCc1ccccc1 | -0.1% | -9% | -2% | 5% | -4% | i | -7% | -2% | -23% |
| COCCN1Cc2cccc(C(=O)N3CCN(c4ccccc4)CC3)c2C1=O | 0.0% | -7% | 6% | 0% | 9% | i | 1% | 2% | 2% |

The whole of this part, previewed entries included:
| compound | Nrf2 activator | ATXN2 expr inh | TGFb SMAD3 inh | MCF10A rereplic | Nrf2 inh | ATXN viability | EPAC2 antag | A549 viability | HepG2 viability |
| --- | --- | --- | --- | --- | --- | --- | --- | --- | --- |
| O=C(Nc1ccccc1Cl)c1cccc(NC(=O)C2CCCC2)c1 | -0.2% | nt | 12% | 6% | -17% | ? | 0% | 4% | 15% |
| COc1ccc2nc(Sc3c([N+](=O)[O-])nc(C)n3Cc3ccccc3)[nH]c2c1 | ? | -16% | ? | ? | 13µM* | ? | -9% | ? | -32% |
| CCOC(=O)C1CCCN(C2=C(NS(=O)(=O)c3ccc(Br)cc3)C(=O)c3ccccc3C2=O)C1 (stereo not drawn) | 2.7% | nt | ? | ? | -3% | ? | 2% | -9% | -91% |
| COc1ccc(Nc2nc(C)cc(C)c2C#N)cc1OC | 8.8% | -12% | 2% | 2% | 10% | i | 7% | 6% | -7% |
| COc1ccc(C2C(C#N)=C(C)NC3=C2C(=O)c2ccccc23)cc1 (stereo not drawn) | 2.3% | -13% | 10% | 17% | ? | i | 0% | -7% | -4% |
| NC(=O)CSc1nc2ccccc2c(=O)n1CCc1ccccc1 | -0.1% | -9% | -2% | 5% | -4% | i | -7% | -2% | -23% |
| COCCN1Cc2cccc(C(=O)N3CCN(c4ccccc4)CC3)c2C1=O | 0.0% | -7% | 6% | 0% | 9% | i | 1% | 2% | 2% |
| COc1ccccc1OCCN(C#N)c1nc(N(C)C)nc(N(C)C)n1 | -0.4% | -5%[11.3 µM] | 0% | 2% | -7% | i | -15% | ? | -5% |
| O=C(COc1cc2oc(=O)cc(-c3ccccc3)c2cc1Cl)NCCN1CCOCC1 | 0.4% | -32% | -11% | ? | 1% | i | -8% | -2% | -19% |
| COc1ccc(S(=O)(=O)N2CCCC(C(=O)NC3CC3)C2)cc1Cl (stereo not drawn) | -0.1% | -10% | -26% | -3% | 5% | i | -8% | 11% | -14% |
| COc1ccc(Cl)cc1C(=O)Nn1cnc2ccccc2c1=O | 4.1% | 4% | -2% | -22% | -21% | i | -1% | -2% | -15% |
| O=c1[nH]c(CCC2CCCC2)nc2ccccc12 | 3.3% | 11% | -16% | -44%[inhibitor] | -7% | i | -4% | -5% | -3% |
| COc1ccccc1CNC(=O)COC(=O)c1ccc(-n2cnnn2)cc1 | 0.2% | -4% | 0% | -1% | 3% | i | 17% | 9% | -22% |
| CCCn1c2ccccc2c2nnc(SCC(=O)OC)nc21 | 0.6% | 0% | -1% | 1% | ? | i | 0% | nt | -14% |
| O=C(OCC#CCSc1nnc(-c2ccc([N+](=O)[O-])cc2)o1)c1cccs1 | 5.7% | 5% | 1% | -4% | 15% | i | 1% | -3% | -23% |
| COc1ccccc1S(=O)(=O)Cc1ccc(C(=O)N2CCN(c3cccc(Cl)c3)CC2)o1 | -0.6% | ? | 8% | 15µM* | ? | ? | -2% | -2% | -3% |
| NC(=O)COC(=O)c1cccc(S(=O)(=O)N2CCN(c3ccccc3)CC2)c1 | -0.5% | nt | -8% | 11% | ? | i | 19% | 16% | -2% |
| CSCCC(NC(=O)c1ccccc1)C(=O)NC1CCCC1 (stereo not drawn) | -0.6% | 1% | 9% | 6% | 4% | i | -2% | -2% | 9% |
| Cc1cc(C(=O)Nc2ccc3c(c2)OCO3)cs1 | 2.2% | 30% | -15% | -6% | ? | i | -2% | 0%[1.84 µM] | -35% |
| COc1cc(OC)c(NC(=O)c2cn(C3CCCC3)c(=O)c3c2c2ccccc2n3C)cc1Cl | 1.1% | nt | -27% | nt | 9% | nt | nt | -2% | -5% |
| NC(=O)CC(NC(=O)Cc1ccc(Cl)cc1)c1ccc(NC2CCCCCC2)c([N+](=O)[O-])c1 (stereo not drawn) | 2.5% | -11% | 5% | -6% | -15% | i | 4% | -15% | -21% |
| ClC(Cl)(Cl)c1nc(N/N=C/c2ccncc2)c2ccccc2n1 | 2.6% | -6% | -4% | -24% | -3% | i | -10% | 3% | 0% |
| O=C(Nc1ccccc1Cl)c1ccccc1 | 3.9% | 17% | -6% | 1% | ? | i | -6% | -3% | 6% |
| CCCS(=O)(=O)NC(=O)C1(C)CCN(C(=O)c2ccccc2F)C1 (stereo not drawn) | -1.2% | -2% | 13% | nt | nt | i | 3% | nt | -1% |
| Cc1cc(C)nc(N/N=C2/CCSc3ccc(F)cc32)n1 | -0.5% | ? | ? | 1% | -17% | i | -5% | 4% | -29% |
| Cc1ccc(OC(C)C(=O)Nc2ccc3c(c2)n(C)c(=O)n3C)cc1C (stereo not drawn) | -0.2%[9.22 µM] | -8% | -3% | -3% | ? | i | -7% | 9% | -7% |
| COc1ccc(N2CCN(C(CNC(=O)C(=O)NCC3CCCO3)c3ccco3)CC2)cc1 (stereo not drawn) | 3.2% | 1% | 0% | -6% | -15% | i | -1% | -3% | -1% |
| O=C1CCCC2=C1CC(C(=O)OCc1ccccc1)C(=O)N2Cc1ccccc1 (stereo not drawn) | 1.4% | -11% | ? | ? | -12% | i | ? | 4% | -24% |
| CCCSc1nnc2c(n1)OC(c1ccc(OCC(=O)O)cc1)Nc1ccccc1-2 (stereo not drawn) | 6.2% | nt | 1% | nt | nt | nt | nt | -15% | -25% |
| Cc1ccc(Cl)cc1NC(=O)N[C@@H](CC(C)C)C(=O)O | -0.3% | -7% | -1% | -6% | 9% | i | 2% | -4% | 1% |
| CN(Cc1ccccc1F)c1nc(-c2cccnc2)nc2ccccc12 | 3.7% | -16% | -18% | ? | ? | i | ? | 0% | -2% |
| O=C1CN(C(=O)c2cccc(F)c2)C(c2ccc(F)cc2)c2cc(F)ccc2N1 (stereo not drawn) | -0.1% | -1% | -8% | 9% | -13% | i | 0% | -5% | -25% |
| COc1ccc(NC(=O)C2=C(C)C(=O)OC23CCC(C)CC3)c(OC)c1 (stereo not drawn) | -0.4% | -5% | -9% | -1% | 3% | i | -7% | -8% | -11% |
| CCOC(=O)c1cnc2c(-c3ccc(Cl)cc3)cnn2c1C | 0.8% | nt | 0% | 1% | ? | i | 2% | 1% | 3% |
| CCOCCc1nnc(NC(=O)C(=O)c2cc(C)n(-c3cccc(Cl)c3)c2C)s1 | 4.6% | 8% | -5% | nt | -9% | i | nt | -10% | -21% |
| CC(=O)N1N=C(c2ccc(Cl)cc2)CC1c1ccc([N+](=O)[O-])cc1 (stereo not drawn) | -0.2%[9.22 µM] | 4% | -2% | -16% | ? | i | -5% | -5% | 1% |
| CCOC(=O)C1CCCN(C(=O)c2cccs2)CC1 (stereo not drawn) | 0.5% | 1% | -11% | nt | nt | i | 17% | nt | 4% |
| CCC(C)(C)NC(=O)CN(Cc1ccco1)C(=O)CCC(=O)Nc1nccs1 | -0.9% | -1% | 26% | -3% | -29% | i | 4% | -11% | 9% |
| C=CCN1C(=S)CC(c2ccccc2)=Nc2ccccc21 | -0.6% | -9% | -24% | ? | -10% | i | ? | 1% | -9% |
| CCOC(=O)C1CCN(C(=O)c2ccc3c(c2)sc2nc(-c4ccccc4)cn23)CC1 | 6.9% | nt | ? | nt | -14% | nt | nt | 1% | -18% |

Taken from above:
In TGFb SMAD3 inh, COc1ccc(N2CCN(C(CNC(=O)C(=O)NCC3CCCO3)c3ccco3)CC2)cc1 (stereo not drawn) has the entry 0%
In EPAC2 antag, O=C(Nc1ccccc1Cl)c1ccccc1 has the entry -6%

Continuation.
| compound | Nrf2 activator | ATXN2 expr inh | TGFb SMAD3 inh | MCF10A rereplic | Nrf2 inh | ATXN viability | EPAC2 antag | A549 viability | HepG2 viability |
| --- | --- | --- | --- | --- | --- | --- | --- | --- | --- |
| CC(NC(=O)C1c2ccccc2Oc2ccccc21)C1CCCO1 (stereo not drawn) | -0.5% | 25%[2.22 µM] | -4% | -14% | -1% | i | -10% | 0% | 4% |
| CN1CCN(C(=O)c2cc(Oc3c(F)c(F)c(F)c(F)c3F)cc(C(=O)N3CCN(C)CC3)c2)CC1 | -0.8% | -16% | ? | ? | -16% | i | 7% | -1% | 3% |
| CCOc1ccccc1NC(=O)C(Sc1nnnn1C)c1ccccc1 (stereo not drawn) | 0.2% | -24% | -6% | -23%[9.22 µM] | -6% | ? | -10% | -3% | 0% |
| Cc1c(O)c2c(=O)n(-c3ccccc3)c(-c3ccccc3)cc2oc1=O | -0.2% | 6% | 0% | 16% | 17% | i | 6% | 1% | -1% |

Assay outcomes from PubChem.
